Assay outcomes: PubChem BioAssay, National Center for Advancing Translational Sciences (NCATS)
JMJD2E inh = blocks human JMJD2E demethylase activity | B2RXH2 | JMJD2E catalytic domain, FDH-coupled NADH fluorescence (FDH is formaldehyde dehydrogenase) | Potency, µM (highest dose often 57.1 µM), without a hit: at the top dose activity change, negative = inhibition, most hits filed as inhibitors | hit rate 1.6% among 230,000 | AID 2147; active = well fitted inhibition curve with a large enough effect, not every such curve was filed as active; inconclusive = small, poorly fitted or top-dose-only effect, or another doubt; inactive = no such curve, though single readings can be large or run the other way;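 also: 0% = wells with enzyme and -100% = buffer wells without enzyme; nearly all actives have a fitted effect of over 50% in size; many of its hits are not listed in these tables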
Target sequence (B2RXH2 1-337 limits assumed): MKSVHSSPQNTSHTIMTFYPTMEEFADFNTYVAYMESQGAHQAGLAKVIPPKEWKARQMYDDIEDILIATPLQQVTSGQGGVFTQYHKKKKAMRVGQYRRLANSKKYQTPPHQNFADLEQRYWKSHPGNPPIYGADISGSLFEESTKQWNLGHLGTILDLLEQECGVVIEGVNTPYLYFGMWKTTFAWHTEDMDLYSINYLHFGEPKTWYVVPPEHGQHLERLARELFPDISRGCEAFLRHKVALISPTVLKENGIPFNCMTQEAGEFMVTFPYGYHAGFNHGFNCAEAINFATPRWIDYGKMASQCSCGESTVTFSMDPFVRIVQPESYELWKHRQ
SMN2 splice up = enhancers of SMN2 splice variant expression. Potency, µM (top dose mostly 46.1 µM), for the others: at the top dose activity change, positive = activation, usual class: activators. HEK293 SMN2-luciferase splicing reporter, luminescence, 30-36 h. hit rate 2.8% among 210,000; also: % of control where 0% means no effect; nearly all actives have a fitted effect of over 55% in size
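HEK293 cells carry an SMN2 […]–luciferase reporter in which exon 7 inclusion puts luciferase in frame. Cells were plated 10-12 h before compound addition, then incubated 30-36 h at 37C. ONE-Glo luminescence was read; sodium butyrate at 4.5 mM final served as control.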
Tau fibril ThT = inhibitors of human tau fibril formation, thioflavin T binding; P10636; hit rate 2.1% among 270,000; recombinant tau K18 P301L (four-repeat tau fragment), heparin-induced fibrillization, ThT fluorescence; Potency, µM (top dose mostly 57.4 µM), inactives show at the highest dose activity, negative = inhibition, actives largely listed as inhibitors; also: % is scaled to controls: 0 for no effect and ±100 for the full control effect; nearly all actives have a fitted effect of over 55% in size
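K18 P301L tau (15 uM + 0.24 uM Alexa 594-tagged), heparin 20 uM, NaOAc pH 7, 6 h 37 C; ThT 30 uM, 1 h RT, ex 450/em 510 nm.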
Luc counter = Kinase-Glo luciferase inhibition (counter-screen). Kinase-Glo luciferase, ATP luminescence, 8 min. Potency, µM (titrated, usually from 38.3 µM), for inactives: at the top dose activity change, negative = inhibition, usual class: inhibitors. hit rate 0.28% among 200,000; also: % is scaled to controls: 0 for no effect and ±100 for the full control effect; nearly all actives have a fitted effect of over 60% in size
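Recombinant Kinase-Glo luciferase, 10 uM ATP (linear range), luciferin; imidazole pH 7.2 / KCl / MgCl2 / Tween / BSA buffer; 8 min RT; luminescence.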
RECQ1 helicase = blocks DNA unwinding by human RECQ1; Potency, µM (series often up to 57.3 µM), without a hit: top-dose activity, negative = inhibition, hits mostly inhibitors; AID 2549; RECQ1 DNA unwinding, red fluorescence kinetic read; hit rate 0.54% among 240,000;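 also: plate controls were vehicle for no effect and no enzyme for full effect; nearly all actives have a fitted effect of over 30% in size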
Target sequence (P46063 whole entry, looked up): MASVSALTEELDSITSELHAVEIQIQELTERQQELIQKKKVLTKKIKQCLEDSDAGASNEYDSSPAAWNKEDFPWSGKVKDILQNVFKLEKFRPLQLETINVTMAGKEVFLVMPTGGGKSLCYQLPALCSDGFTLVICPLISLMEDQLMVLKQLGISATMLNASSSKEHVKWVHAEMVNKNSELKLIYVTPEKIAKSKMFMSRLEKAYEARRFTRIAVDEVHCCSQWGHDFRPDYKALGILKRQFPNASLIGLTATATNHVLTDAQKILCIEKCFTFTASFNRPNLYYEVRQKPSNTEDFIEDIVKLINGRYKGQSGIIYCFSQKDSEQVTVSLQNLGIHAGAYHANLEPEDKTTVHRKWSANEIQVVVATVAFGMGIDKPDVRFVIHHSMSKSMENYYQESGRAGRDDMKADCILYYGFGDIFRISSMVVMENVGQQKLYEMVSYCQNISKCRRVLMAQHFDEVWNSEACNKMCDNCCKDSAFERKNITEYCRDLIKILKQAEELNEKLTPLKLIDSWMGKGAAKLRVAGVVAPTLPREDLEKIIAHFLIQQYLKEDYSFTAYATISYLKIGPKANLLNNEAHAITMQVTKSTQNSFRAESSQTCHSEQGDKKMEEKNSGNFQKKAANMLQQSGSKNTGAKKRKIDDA
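50 nM RECQ1T1 preincubated 15 min with compound in Tris pH 8.0 buffer with MgCl2, DTT, Tween-20 and 2.5 ug/ml poly(dI-dC); started with 200 nM TAMRA/BHQ-2 forked duplex and 2 mM ATP. Unwinding read as fluorescence (525/598 nm), two reads 2 h apart.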
L3MBTL1 inh = blocks human L3MBTL1; Q9Y468; AlphaScreen L3MBTL1–H3K9me1 peptide binding; Potency, µM (doses to about 57.1 µM), for inactives: at the highest dose activity, negative = inhibition, actives largely listed as inhibitors; hit rate 0.66% among 230,000; AID 485360; also: % is scaled to controls: 0 for no effect and ±100 for the full control effect; nearly all actives have a fitted effect of over 60% in size
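L3MBTL1 (50 nM) pre-complexed 30 min with biotinylated H3(1-15)K9me1 peptide (75 nM), then compounds added for 30 min at room temperature; AlphaScreen streptavidin donor/nickel chelate acceptor beads (10 ug/mL final) read after 30 min dark incubation.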
Lamin A splicing = LMNA splicing modulation | HeLa LMNA splicing GFP/RFP minigene ratio, 48 h | Potency, µM (series often up to 46.1 µM), without a hit: at the top dose ratio change, negative = inhibition, hits mostly inhibitors | hit rate 0.01% among 200,000 | AID 1487; active = well fitted inhibition curve with a large enough effect in the signal ratio, with a control signal flat, not every such curve was filed as active; inconclusive = small, poorly fitted or top-dose-only effect, or effect the other way, or a change in a side signal; the % refers to the signal ratio; also: % is scaled to controls: 0 for no effect and ±100 for the full control effect
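S3 HeLa cells stably expressing lamin A-EGFP splicing minigene plus DsRed2, 600 cells/well, 48 h compound exposure at 37C. Laser-scanning cytometry; analysed as GFP (500-530 nm)/RFP (575-640 nm) total intensity ratio; 0.5% DMSO vehicle.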
ALDH1A1 inh = inhibitors of human aldehyde dehydrogenase 1A1; P00352; Purified ALDH1A1, NADH fluorescence, propionaldehyde substrate; Potency, µM (series often up to 75.3 µM), without a hit: at the top dose activity, negative = inhibition, hits mostly inhibitors; hit rate 7.3% among 220,000; AID 1030; active = well fitted inhibition curve with a large enough effect, not every such curve was filed as active; inconclusive = small, poorly fitted or top-dose-only effect, or another doubt; inactive = no such curve, though single readings can be large or run the other way;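 also: plate controls were no enzyme wells and a reference inhibitor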
* hit, by the source's call; i = inactive; ? = inconclusive; . = no result given; [ ] = dose if it differs, or a comment. Unless noted, calls follow the shape of the dose curve; as a rule, active = well fitted curve in the direction sought with a large enough effect; inconclusive = small, poorly fitted or top-dose-only effect, or another doubt; inactive = no such curve, though single readings can be large; an effect the other way counts as inactive or inconclusive. Potency is read from the fitted curve at half-maximal effect. An excerpt (hit frequency here may not be typical).

Molecule,JMJD2E inh,SMN2 splice up,Tau fibril ThT,Luc counter,RECQ1 helicase,L3MBTL1 inh,Lamin A splicing,ALDH1A1 inh
O=[N+]([O-])c1ccccc1NCc1ccccc1Cl,-2%,-8%,?,-2%,-6%,?,.,-2%
CCc1c(C)nc(SCC(=O)Nc2cccc(Br)c2)[nH]c1=O,2%,9%,-7%,-1%,-6%,.,?,-4%
COc1ccc(CCN=C(N)C(C)c2ccccc2)cc1OC (stereo unspecified),-2%,.,-8%,.,i,.,16%[46 µM],.
N#CC(C(=O)NCc1ccccc1)c1nc2ccccc2nc1N1CCCC1 (stereo unspecified),?,-6%,-3%,-4%,-2%,-1%,?,?
CCc1nnc(NC(=O)CSc2nccn2-c2cc(C)cc(C)c2)s1,1%,-9%,-14%,0%,-14%,.,?,8%
COc1ccc(C(=O)N2CC3(C)C4CCC3(C)C2(C#N)C4)cc1OC (stereo unspecified),3%,8%,-2%,1%,-4%,2%,.,?
CS(=O)(=O)N(Cc1ccc(Cl)cc1)c1ccc(C(=O)NCCSCc2ccco2)cc1,-4%,12%,-6%,-4%,i,.,?,?
Cc1ccc(NC(=S)Nc2c(C)n(C)n(-c3ccccc3)c2=O)cc1Cl,-13%,13%,-1%,-2%,-1%,.,.,?
O=C(O)C1CCCCC1C(=O)Nc1cccc(C(=O)N2CCCCC2)c1 (stereo unspecified),-1%,-4%,-17%,4%,13%,1%,-6%,3%
Cc1ccc(S(=O)(=O)Nc2ccc3oc(=O)sc3c2)c(C)c1,?,-24%,?,22%,0%,-6%,?,?
Cc1ccc(NC(=O)CN2CCCN(S(=O)(=O)c3ccc(Br)s3)CC2)cc1,7%,-9%,-20%,3%,-1%,.,?,20µM*
Cc1c(NC(=O)c2ccc(S(=O)(=O)N3CC(C)OC(C)C3)cc2)c(=O)n(-c2ccccc2)n1C (stereo unspecified),13%,-13%,-3%,3%,i,-2%,-6%[46 µM],3%
O=[N+]([O-])c1cccnc1N1CCN(c2ccc(F)cc2)CC1,-1%,-9%,?,-6%,i,-4%,-1%[46 µM],-12%
CCOC(=O)c1ccc(NC(=S)NCCC2=CCCCC2)cc1,6%,-85%[inhibitor],7%,1%,2%,10%,?,?
CCCCCCCCCCCCCCCC[n+]1cccc2ccccc21,?,-59%[inhibitor],-20%,-1%,-5%,20%,?,-4%
COc1ccc(Cn2c(=O)[nH]c3cc(C(=O)NCCCN4CCCCC4)ccc3c2=O)cc1,1%,-1%,-15%,-5%,5%,2%,6%,6%
COCCNC(=S)c1ccc(Br)cc1,-16%,-3%,?,-2%,i,4%,.,8.9µM*
O=C(Nc1ccccc1)c1cc2ccccc2o1,0%,13µM*,-2%,13µM*,i,-3%,-4%,9%
Cc1cc(CSc2ccccc2)ccc1NC(=O)c1ccc(CN2CCOCC2)cc1,2%,-70%[inhibitor],?,-1%,0%,-8%,?,6%
Cc1cc(C(=O)N/N=C/c2cc(Br)cc(Br)c2OC(=O)c2cccc(F)c2)n[nH]1,11%,-67%[inhibitor],?,3%,i,-12%,88%[46 µM],2%
COC(=O)N/N=C(\C)c1ccc(-n2ccnc2)cc1,-2%,14%,-12%,-5%,2%,-8%,?,8%
CCn1c(COc2ccc3c(c2)OCO3)nnc1SCC(=O)c1ccccc1,4%,-3%,5%,-2%,1%,-12%[11.4 µM],3%,?
S=c1[nH]nc(C2CCCCC2)n1/N=C/C=C/c1ccccc1,2%,-3%,-17%,5%,-12%,-13%,10%,3%
COc1ccc(CC(=O)NCc2nnc(SCCOc3ccccc3)n2C)cc1,3%,-46%[inhibitor],2%,1%,-8%,5%[11.4 µM],-8%,-11%
C=CCNC(=O)c1cccn1-c1ccsc1C(=O)OC,6%,?,0%,-2%,-5%,2%,2%,-4%
COc1ccc(NC(=O)c2cc(-c3cccs3)on2)cc1OC,?,-2%,?,-4%,-5%,-8%,-1%,?
O=C1CC2c3ccccc3C1C1C(=O)N(Cc3ccccc3)C(=O)C21 (stereo unspecified),0%,5%,5%,-2%,17%,-8%,.,-5%
c1ccc2c(-n3cnnn3)cccc2c1,-16%,2%,0%,-1%,3%,8%,8%,?
Nc1nnnn1/N=C/c1ccc(O)cc1,-3%,-11%,1%,-4%,i,.,12%,-1%
CCN1C(=O)C2(C(C#N)=C(N)Oc3n[nH]c(-c4ccccc4)c32)c2ccccc21 (stereo unspecified),-4%,-18%,-7%,1%,-10%,.,-1%,0%
COc1cccc(/C=N/NC(=O)CNC(=O)c2ccc(S(=O)(=O)N3CCOCC3)cc2)c1OC,?,-7%,5%,-3%,-3%,5%,-4%,?
CC(=O)c1cc2c(O)c(O)ccc2o1,?,.,?,.,-13%,?,4%,?
C=CCn1c(SCc2nc3sc4c(c3c(=O)[nH]2)CCCC4)nc2ccccc2c1=O,-3%,-23%,3%,-2%,-1%,8%,-9%,?
Cc1cc(C)c(S(=O)(=O)Nc2ccc[nH]c2=O)c(C)c1,1%,14%,6%,0%,-7%,-4%,11%,-1%
NS(=O)(=O)c1cccc(-n2cnnn2)c1,-10%,.,-6%,.,-2%,0%,?,7%
O=C(C[n+]1ccc(/C=N/O)cc1)NCc1ccccc1,4%,.,-5%,.,-5%,10%,.,.
Cc1cc(C)n(CCc2nc(-c3ccc(F)cc3)cs2)n1,-1%,.,10%,1%,7%,-3%,?,3%
NC(=O)c1ccc(NC(=O)COC(=O)C(Cc2ccccc2)NC(=O)c2ccccc2)cc1 (stereo unspecified),-1%,2%,4%,-2%,i,3%,6%[46 µM],0.89µM*
CNC(=S)NNS(=O)(=O)c1ccc(OC)cc1OC,2%,.,4%,.,-1%,.,.,-9%
O=C(CC1(O)C(=O)Nc2ccccc21)c1cccnc1 (stereo unspecified),4%,25%,-9%,-5%,i,.,3%,-10%
O=C1NC2(CCCCC2)C(=O)N1c1ccccc1,3%,1%,-11%,21%,-10%,.,-3%,9%
COC(=O)c1ccc(COc2ccc3c4c(c(=O)oc3c2)CCC4)o1,?,38%,?,4%,-2%,-7%,13%,?
S=C(Nc1ccc2nsnc2c1)N1CCCC1,?,.,25µM*,-28%,?,25%,-21%[46 µM],25µM*
CN(C)S(=O)(=O)c1cccc(-c2cn3ccccc3n2)c1,?,1%,-9%,0%,-17%,8%,3%,?
Cc1cc(/C=C(\C#N)C(=O)Nc2ccccc2)c(C)n1-c1ccc2c(c1)OCO2,25µM*,-14%,?,0%,-13%,-6%,?,?
CN1CCN(C2=NC(=O)/C(=C/c3ccccc3OS(=O)(=O)c3ccccc3)S2)CC1,-11%,.,-2%,.,-2%,-1%,.,.
O=C(Nc1ccccc1Cl)O/N=C(/c1ccccc1)c1ccccn1,?,-1%,-7%,-5%,9%,-25%,5%,-7%
CC(C)c1ccc2[nH]c(O)c(N=NC(=O)c3cccc(S(=O)(=O)N4CCCCC4)c3)c2c1,12%,.,?,0%,0%,-19%,?,1%
CCCn1c(SCC(=O)c2[nH]c(C)c(C(C)=O)c2C)n[nH]c1=O,7%,.,7%,.,0%,1%,1%[46 µM],?
CC/C(=N\NC(=S)NC(C)C)c1ccc(OC(F)F)cc1,4%,-1%,-6%,-1%,i,.,.,-5%

Additional compounds:
Molecule,JMJD2E inh,SMN2 splice up,Tau fibril ThT,Luc counter,RECQ1 helicase,L3MBTL1 inh,Lamin A splicing,ALDH1A1 inh
CCC(Sc1nc2ccccc2c(=O)n1CCN1CCOCC1)C(=O)NCc1cccnc1 (stereo unspecified),-1%,?,-12%,1%,-18%,6%,6%,6%
Cc1ccc(Nc2ccccc2)cc1,0%,-4%,11%,-4%,-13%,18%,-6%,5%
CN1C(=S)N(c2cccnc2)C(=O)/C1=C\c1ccc(C(C)(C)C)cc1,-4%,-43%[inhibitor],?,0%,-23%,-27%,?,7.1µM*
O=S(=O)(c1ccccc1)c1ccc(C(F)(F)F)cn1,0%,7%,-3%,-3%,-1%,.,.,-2%
COc1ccccc1NC(=O)C(Sc1ccccc1)c1ccccc1 (stereo unspecified),6%,-23%,-7%,-2%,5%,25%,-19%,-3%
Nc1c(C(=O)OCC2CCCO2)c2nc3ccccc3nc2n1C1CCCC1 (stereo unspecified),?,17%,?,-4%,i,.,10%,?
Cc1cc2c(nn1)CCc1nonc1-2,-3%,19%,-4%,3%,i,47%[activator][11.4 µM],0%,7%
COc1ccc(/C=N/NC(=O)c2ccncc2)cc1CN1CCN(c2ccc(F)cc2)CC1,-3%,-1%,-9%,0%,0%,.,?,4%
O=C(CSc1nnc(-c2ccco2)o1)NC(=O)C1COc2ccccc2O1 (stereo unspecified),?,3%,?,0%,2%,7%,6%,?
COc1cccc(OCCSc2nc3ccccc3c(=O)[nH]2)c1,?,5%,-1%,2%,-4%,11%,-14%[46 µM],3%
